Screening data deposited in PubChem BioAssay by Sanford-Burnham Center for Chemical Genomics.
ATG4B inhibitor – inhibitors of human ATG4B cysteine protease; Q9Y4P1; ATG4B cleavage of LC3-PLA2, NBD-HPC fluorescence, 1 h; inhibition, % at 8.33 µM; 340,000 compounds, 0.51% hits; AID 504462; in the data active means inhibition above about 40%
Target sequence (Q9Y4P1 whole entry, looked up): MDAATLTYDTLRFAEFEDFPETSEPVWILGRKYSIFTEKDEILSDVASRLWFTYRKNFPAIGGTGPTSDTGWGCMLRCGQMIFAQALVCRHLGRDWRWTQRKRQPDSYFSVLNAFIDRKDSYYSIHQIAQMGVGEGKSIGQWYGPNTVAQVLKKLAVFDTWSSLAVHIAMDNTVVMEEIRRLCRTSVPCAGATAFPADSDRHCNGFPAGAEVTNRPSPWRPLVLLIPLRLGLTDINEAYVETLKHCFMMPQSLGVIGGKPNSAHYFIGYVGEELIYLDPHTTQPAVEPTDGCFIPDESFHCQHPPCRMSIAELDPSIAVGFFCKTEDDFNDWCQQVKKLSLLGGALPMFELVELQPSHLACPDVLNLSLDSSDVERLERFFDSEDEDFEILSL
hIAP block – blocks human intestinal alkaline phosphatase. P09923. purified IAP, CDP-Star luminescence, 30 min. inhibition, % at 10 µM. 330,000 compounds, 0.12% hits. AID 2544;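 active means inhibition reaching a set limit with compound at 10 µM in the primary screen, cut at about 35% in these data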;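 further: plate controls were DMSO wells with enzyme for no effect and no-enzyme buffer wells for full effect; values of inactives mirror those of a sister screen read the other way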
Target sequence (P09923 whole entry, looked up): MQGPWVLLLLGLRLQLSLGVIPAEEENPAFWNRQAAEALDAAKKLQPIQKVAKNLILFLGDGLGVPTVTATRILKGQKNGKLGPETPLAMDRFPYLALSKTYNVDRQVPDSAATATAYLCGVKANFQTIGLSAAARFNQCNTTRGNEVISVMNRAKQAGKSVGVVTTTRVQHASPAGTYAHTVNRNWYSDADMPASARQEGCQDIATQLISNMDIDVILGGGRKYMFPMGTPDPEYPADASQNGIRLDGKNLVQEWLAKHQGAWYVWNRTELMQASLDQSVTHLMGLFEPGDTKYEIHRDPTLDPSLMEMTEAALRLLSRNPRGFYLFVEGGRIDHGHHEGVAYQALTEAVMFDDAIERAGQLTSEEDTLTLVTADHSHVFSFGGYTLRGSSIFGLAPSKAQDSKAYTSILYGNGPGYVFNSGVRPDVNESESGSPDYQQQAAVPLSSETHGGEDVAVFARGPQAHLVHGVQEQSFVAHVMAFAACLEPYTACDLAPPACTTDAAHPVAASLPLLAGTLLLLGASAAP
APOBEC3A inh – inhibitors of human APOBEC3A DNA deaminase | P31941 | recombinant A3A, FAM/TAMRA ssDNA deamination fluorescence | inhibition, % at 20 µM | 330,000 compounds, 0.41% hits | AID 493011;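 active means at least 40% inhibition at 20 µM here, with at most 30% in a related deaminase screen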;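 further: plate controls were A3A with DMSO for no effect and wells lacking A3A enzyme for full effect; some results filed as inactive read as strong as hits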
mIAP block – blocks mouse intestinal alkaline phosphatase. purified mouse IAP, CDP-Star luminescence, 30 min. inhibition, % at 10 µM. 330,000 compounds, 0.2% hits;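 active means inhibition of at least 40% at 10 µM in the primary screen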;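 further: plate controls were DMSO with enzyme for no effect and no enzyme wells for full effect; values of inactives mirror those of a sister screen read the other way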
APOBEC3G inh – blocks human APOBEC3G single-stranded DNA deamination; recombinant A3G, ssDNA deamination FAM/TAMRA fluorescence; AID 493012; Q9HC16; 330,000 compounds, 0.28% hits; inhibition, % at 20 µM;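 active means inhibition of at least 40% at 20 µM, with no more than 30% in the related APOBEC3A deaminase screen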;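 further: plate controls were DMSO wells with A3G for no effect and wells lacking A3G enzyme for full effect; some compounds called inactive have numbers as strong as hits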
beta cell repl – inducers of beta-cell replication in MIN6 cells; AID 2380; MIN6 cells proliferation, ATPlite luminescence, 48 h; cells starved in 0.2% serum; 100% = growth in 10% serum; proliferation, % at 10 µM; 330,000 compounds, 0.29% hits;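 active means compounds whose signal lies at least 3.5 SD above the mean of all wells on their plate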;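 further: 0% = DMSO-treated cells in low-serum medium and 100% = 10% serum control; some compounds called inactive have numbers as strong as hits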
MPTP block – permeability transition pore inhibition | isolated mouse mitochondria, Ca2+ swelling absorbance, 30 min | inhibition, % at 10 µM | 360,000 compounds, 1.4% hits | AID 602449;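 active means inhibition of 50% or more, scaled per plate between neutral and stimulator controls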;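 further: 0% = DMSO wells given calcium and 100% = 1 mM EGTA wells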
hIAP activ – increases human intestinal alkaline phosphatase activity. purified human IAP, CDP-Star luminescence, 30 min; hits give high values; 1 = vehicle-only enzyme, 0 = enzyme-free background. activation factor at 10 µM. 330,000 compounds, 0.16% hits;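 active means activation factor of the enzyme at least 2-fold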; further: the source names both 10 and 20 µM as test concentration; values of inactives mirror those of a sister screen read the other way
mIAP activ – mouse IAP activation | muIAP, CDP-Star luminescence, 30 min; hits give high values; 1 = vehicle-only enzyme signal, 0 = enzyme-free wells | activation factor at 10 µM | 330,000 compounds, 0.24% hits;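 active means activation factor of at least 2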; further: the source names both 10 and 20 µM as test concentration; values of inactives mirror those of a sister screen read the other way
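Assay system: mouse IAP enzyme / Compound: DMSO-dissolved test compounds / Timing: 30 min, room temperature / Measured by: luminescence from enzymatic CDP-Star hydrolysis / Control set: DMSO-only wells, enzyme-free buffer wells as negative control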
* = called active by the depositor; · = no result given. Hits appear at their usual frequency; 3.3% or so of the library scored in one or more.

#1 COc1cc(C(=O)OCC(=O)N2CCCCC2C)ccc1OCc1c(C)noc1C (stereo not given)
#2 CCCn1c(N)c(N(CCOC)C(=O)c2ccc(F)cc2F)c(=O)[nH]c1=O
#3 CCN(C[C@H]1N[C@@](CC)(C(=O)OC)[C@H]2C(=O)N(Cc3ccccc3)C(=O)[C@@H]12)S(=O)(=O)c1ccc(C)cc1
#4 CSc1cccc(NC(=O)CCNC(=O)c2ccco2)c1
#5 Fc1ccc(Cn2nnnc2CN2CCN(C3CCCCC3)CC2)cc1
#6 CC1CCc2c(nc3ncnn3c2N2CCN(c3ccccc3F)CC2)C1 (stereo not given)
compound no.	1	2	3	4	5	6
ATG4B inhibitor	-7	8	-3	9	0	-12
APOBEC3A inh	-1	3	-4	4	2	-3
APOBEC3G inh	-7	5	-3	0	0	-2
mIAP block	5	-9	1	4	-2	-1
hIAP block	-19	-2	21	-11	-60	-7
MPTP block	2.8	-1.3	-0.2	-2.7	-1.3	-1.3
hIAP activ	1.2	1	0.79	1.1	1.6	1.1
mIAP activ	0.95	1.1	0.99	0.96	1	1
beta cell repl	0	0	-1	-1	-1	-1

#7 CC1CCN(C(=O)c2cccc(NC(=O)c3cccs3)c2)CC1
#8 CCN(CC)CCN1C(=O)C(=O)/C(=C(/O)c2ccc(C)cc2)C1c1cccnc1 (stereo not given)
#9 COc1cc(C(Nc2ccccn2)c2ccc3ccc(C)nc3c2O)cc(OC)c1O (stereo not given)
#10 Cc1ccccc1OCC(=O)OCC(=O)NC1CCCCCC1
#11 CCOc1ccc(S(=O)(=O)NCCC(=O)N2CCC(Cc3ccccc3)CC2)cc1
#12 CCNC(=O)c1ccccc1-c1nc(-c2ccccc2OC)no1
compound no.	7	8	9	10	11	12
ATG4B inhibitor	4	-3	-4	-1	-6	7
APOBEC3A inh	-5	-4	-1	4	-6	-3
APOBEC3G inh	-1	-6	-4	0	-8	-4
mIAP block	-5	5	8	2	2	8
hIAP block	-9	8	-46	-5	20	-6
MPTP block	0.2	1.5	3.1	-2.1	0.3	1.3
hIAP activ	1.1	0.92	1.5	1.1	0.8	1.1
mIAP activ	1	0.95	0.92	0.98	0.98	0.92
beta cell repl	0	-4	-6	3	-4	-3

#13 Nc1nc(-c2cccc(NS(=O)(=O)c3ccccc3)c2)cs1
#14 CCc1nnc(NCC(=O)N2CCc3ccccc32)s1
#15 CCCCCCn1c(N2CCCC2)nc2c1c(=O)[nH]c(=O)n2C
#16 CCN(CC)S(=O)(=O)c1ccc(OC)c(NC(=O)OCc2ccccc2)c1
#17 O=C(N/C(=C/c1ccc(Br)cc1)c1nc2ccccc2[nH]1)c1ccco1
#18 Cc1ccnc2nc(C(=O)Nc3nc4ccccc4s3)nn12
compound no.	13	14	15	16	17	18
ATG4B inhibitor	-8	11	5	-1	5	6
APOBEC3A inh	-4	-1	-1	1	-5	-7
APOBEC3G inh	-7	-2	-1	-7	-2	-7
mIAP block	-8	3	-1	-11	-8	-5
hIAP block	16	6	-1	-25	10	-77
MPTP block	-0.6	-0.3	-1.5	2.7	-0.3	0.7
hIAP activ	0.84	0.94	1	1.2	0.9	1.8
mIAP activ	1.1	0.97	1	1.1	1.1	1
beta cell repl	-1	1	1	-1	-4	-2

#19 COc1ccccc1C(=O)Nc1ccccc1N1CCN(C(=O)c2ccc(Cl)cc2)CC1
#20 O=C(Nc1cc(C(F)(F)F)ccc1Cl)C(Sc1n[nH]c(=O)[nH]c1=O)c1ccccc1 (stereo not given)
#21 COc1ccccc1NC(=S)NCCc1ccc(S(N)(=O)=O)cc1
#22 Cc1ccccc1NC(=O)Cc1nc(COC(=O)c2ccc([N+](=O)[O-])cc2)cs1
#23 Cc1ccccc1S(=O)(=O)N(CC(O)CN1CCCCC1)c1ccccc1 (stereo not given)
#24 CC1CCCCC1NC(=O)Cn1ncc2ccccc21 (stereo not given)
compound no.	19	20	21	22	23	24
ATG4B inhibitor	4	3	-10	-6	-4	4
APOBEC3A inh	-3	0	-3	2	-7	1
APOBEC3G inh	-4	0	-4	0	-9	-4
mIAP block	10	3	8	6	-8	-7
hIAP block	-21	15	2	3	2	15
MPTP block	0.5	2.7	-0.6	-0.7	-1.0	-2.4
hIAP activ	1.2	0.85	0.98	0.97	0.98	0.85
mIAP activ	0.9	0.97	0.92	0.94	1.1	1.1
beta cell repl	-7	-3	1	3	-5	-2

#25 CC(=O)c1ccc(-c2cccc(-c3cc(=O)oc4ccc(C(C)(C)C)cc34)c2)cc1
#26 O=C(Cn1cnc2c(nnn2-c2cccc(F)c2)c1=O)Nc1ccc2c(c1)OCCO2
#27 CC(=O)N1c2ccc(S(=O)(=O)N3CCC(C(=O)Nc4cccc(Cl)c4)CC3)cc2CC1C (stereo not given)
#28 CCn1c2ccccc2c2cc(NC(=O)CSc3nnc(-c4ccccc4)o3)ccc21
#29 O=C(NCc1ccc2c(c1)OCO2)c1ccc(CSCc2ccc(Cl)cc2)o1
#30 CCc1ccc2c(c1)C(c1ccncc1)=NNC(c1ccccc1)=N2
compound no.	25	26	27	28	29	30
ATG4B inhibitor	-4	-3	-2	-16	-6	48*
APOBEC3A inh	2	-3	0	-1	0	-3
APOBEC3G inh	0	-4	-1	-5	-1	-7
mIAP block	5	-2	-98	-3	-5	15
hIAP block	·	-7	-100	-23	7	-2
MPTP block	-2.6	-0.3	7.6	4.2	2.5	0.9
hIAP activ	·	1.1	2*	1.2	0.93	1
mIAP activ	0.95	1	2	1	1	0.85
beta cell repl	·	-2	-8	-5	-1	0

Three structures from above, sorted by length of the SMILES, highest first:
#27 CC(=O)N1c2ccc(S(=O)(=O)N3CCC(C(=O)Nc4cccc(Cl)c4)CC3)cc2CC1C (stereo not given)
#25 CC(=O)c1ccc(-c2cccc(-c3cc(=O)oc4ccc(C(C)(C)C)cc34)c2)cc1
#28 CCn1c2ccccc2c2cc(NC(=O)CSc3nnc(-c4ccccc4)o3)ccc21
compound no.	27	25	28
ATG4B inhibitor	-2	-4	-16
APOBEC3A inh	0	2	-1
APOBEC3G inh	-1	0	-5
mIAP block	-98	5	-3
hIAP block	-100	·	-23
MPTP block	7.6	-2.6	4.2
hIAP activ	2*	·	1.2
mIAP activ	2	0.95	1
beta cell repl	-8	·	-5

(continued)
#31 Cc1ccc(NC(=O)COC(=O)[C@@H]2CC(O)CN2S(=O)(=O)c2ccc3c(c2)OCCO3)cc1 (stereo not given in full)
#32 c1ccc(-c2csc(=Nc3cccnc3)n2CC2CCCO2)cc1 (stereo not given)
#33 C[C@@]12C(=O)N(Cc3ccccc3)CC(=O)N1[C@H]1c3cc(Cl)ccc3OC[C@@H]1[C@@H]2c1ccccc1
#34 Cc1cc(C)n(-c2ccc(C(=O)Nc3ccc4c(c3)OCO4)cc2)n1
#35 COc1ccc(C)cc1NC(=O)C(NCC1CCCO1)c1ccccc1 (stereo not given)
#36 Cc1ccc(OCC(=O)NNC(=O)c2cc3ccccc3o2)cc1
compound no.	31	32	33	34	35	36
ATG4B inhibitor	-6	5	2	2	3	-3
APOBEC3A inh	1	-3	1	1	3	3
APOBEC3G inh	-2	-3	-9	-5	2	-4
mIAP block	5	5	0	-3	-1	6
hIAP block	2	-44	2	1	3	-27
MPTP block	2.2	0.1	-1.5	1.4	-0.1	-3.3
hIAP activ	0.98	1.4	0.98	0.99	0.97	1.3
mIAP activ	0.95	0.95	1	1	1	0.94
beta cell repl	-4	0	-5	-1	0	1

#37 COc1cccc(OC)c1NC(=O)Cn1nc(-c2ccc3c(c2)OCCO3)ccc1=O
#38 CC(=O)Nc1ccc(NC(C)=O)s1
#39 CC1CCCN(C2=C(NS(=O)(=O)c3ccc(Br)cc3)C(=O)c3ccccc3C2=O)C1 (stereo not given)
#40 O=C(c1ccco1)N1CCN(S(=O)(=O)/C=C/c2ccccc2)CC1
#41 CCN(C(=O)COC(=O)CSc1ccccc1)c1c(N)n(Cc2ccccc2)c(=O)[nH]c1=O
#42 CSCCC(NC(=O)c1ccco1)C(=O)NCC1CCCCC1 (stereo not given)
compound no.	37	38	39	40	41	42
ATG4B inhibitor	8	-5	8	-3	-11	5
APOBEC3A inh	0	-4	2	-2	-1	-3
APOBEC3G inh	-7	-5	5	-4	-4	-6
mIAP block	1	2	10	0	-4	-3
hIAP block	0	5	-5	1	0	8
MPTP block	-1.2	-8.0	2.5	0.4	-0.2	-0.2
hIAP activ	1	0.95	1	0.99	0.99	0.92
mIAP activ	0.99	0.98	0.9	1	1	1
beta cell repl	-3	1	-3	-1	-3	1

#43 COc1ccc(C(=O)CC(=O)C(=O)Nc2cccc(C(C)=O)c2)cc1
#44 O=C(Nc1cccc2c1C(=O)NC2=O)c1cccnc1Cl
#45 Cc1ccc(CNC(=O)C2CCCN2C(=O)Nc2cccc(Cl)c2)cc1 (stereo not given)
#46 Fc1ccc(/C=N\Nc2cccc(F)c2)cc1
#47 C/C=C/C(O)c1ccc2ccccc2c1 (stereo not given)
#48 Cc1ccc(NC(=O)CCCn2c(=S)[nH]c3ccsc3c2=O)cc1C
compound no.	43	44	45	46	47	48
ATG4B inhibitor	7	-3	-3	-1	·	-6
APOBEC3A inh	10	15	-3	-6	0	-9
APOBEC3G inh	2	-5	0	-3	-2	-9
mIAP block	-9	-4	1	4	-9	4
hIAP block	12	-12	-5	5	2	-2
MPTP block	0.0	0.9	-1.3	-1.2	·	-2.7
hIAP activ	0.88	1.1	1.1	0.95	0.98	1
mIAP activ	1.1	1	0.99	0.96	1.1	0.96
beta cell repl	-1	-4	-4	1	1	2

#49 Cc1ccc(C(=O)N/C(=C/c2cccs2)C(=O)NCCCn2ccnc2)cc1
#50 O=C(CN1CCC(NC(=O)Cc2ccccc2)CC1)Nc1ccccc1Br
#51 COc1ccc(N2CCN(C(=S)Nc3cccc(OC)c3)CC2)cc1
#52 O=C(NC(=S)NCCCN1CCOCC1)c1cccc2ccccc12
#53 COc1ccc(NC(=O)Nc2ccccc2F)c(C)c1
#54 COc1ccc2c3c(cccc13)N(C)N=C2C
compound no.	49	50	51	52	53	54
ATG4B inhibitor	-1	-4	-5	7	-2	-13
APOBEC3A inh	-2	-2	0	-6	-2	26
APOBEC3G inh	-5	-7	-5	-15	-9	45*
mIAP block	0	-2	5	3	-2	17
hIAP block	4	-36	-11	7	-19	-29
MPTP block	-1.2	-0.3	0.5	0.2	3.9	1.5
hIAP activ	0.96	1.4	1.1	0.93	1.2	1.3
mIAP activ	1	1	0.95	0.97	1	0.83
beta cell repl	1	0	0	2	-4	-2
